Screening data from PubChem.
CRFBP-R2 block – CRF-BP/CRF-R2 complex antagonism | HEK293 CRF-R2/CRF-BP, CRF-induced calcium fluorescence | inhibition, % at 11.8 µM | 0.59% of 350,000 active | AID 588475;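 active = inhibition of the ligand-induced calcium signal above about 50% at the single tested concentration, limit read from the data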
IDE cell inh – inhibitors of human insulin-degrading enzyme in cells; P14735; HEK cells, FAbetaB cleavage, fluorescence polarization; inhibition, % at 5.59 µM; 0.41% of 320,000 active; AID 434962;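 active = percent inhibition above the average of all tested compounds plus 3 SD, set per screening campaign, cut at about 16% in these data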;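 also: IDE supplied by intact live HEK cells; FP after avidin binding of uncleaved biotin substrate so inhibition keeps polarization high; 0% = DMSO wells and 100% = 60 µM reference IDE inhibitor Ii1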
IMP-1 inhibitor – inhibitors of Pseudomonas aeruginosa IMP-1 metallo-beta-lactamase. purified IMP-1, nitrocefin hydrolysis, epi-absorbance fluorescence. inhibition, % at 5.6 µM. 0.45% of 290,000 active. AID 1556;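 active = inhibition above the mean plus 3 SD of all compounds in the same screening run, cut at about 4.5% in these data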;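 also: 0% = IMP-1 with DMSO and 100% = DMSO wells lacking enzyme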
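Test system: recombinant IMP-1 enzyme, purified / Medium: HEPES buffer pH 7.1 with ZnSO4 and Brij 35 / Doses: single dose, 5.6 µM / Times: 25 °C, 15 min preincubation, 25 min reaction / Detection: Epi-absorbance via hydrolysed-nitrocefin quenching of white-plate fluorescence, 480/530 nm, EDTA stop / Evaluation: percent inhibition from optical density relative to buffer-blank wells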
VIM-2 inh – inhibitors of Pseudomonas aeruginosa VIM-2 metallo-beta-lactamase; purified VIM-2, nitrocefin hydrolysis, epi-absorbance fluorescence; inhibition, % at 5.6 µM; 0.89% of 290,000 active;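 active = inhibition above the mean of all tested compounds plus 3 SD, cutoff set per screening run, cut at about 7.5% in these data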;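 also: red hydrolysis product quenches plate fluorescence so inhibitors raise well fluorescence; 0% = enzyme with DMSO and 100% = DMSO without enzyme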
p-CIP stab down – compounds decreasing mouse p/CIP protein stability | 0.01% of 290,000 active | decrease of EGFP signal, % at 10 µM | Q05BA5 | F442A p/CIP-EGFP cells, EGFP fluorescence, 16 h;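 active = EGFP signal decrease of at least 30% at 10 µM or well 3 SD below plate mean, unless failing retest; inactive = the rest, including hits failing retest or dose response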; also: some compounds called inactive have numbers as strong as hits; many of its hits are not listed in these tables
Target sequence (Q05BA5 1-1403): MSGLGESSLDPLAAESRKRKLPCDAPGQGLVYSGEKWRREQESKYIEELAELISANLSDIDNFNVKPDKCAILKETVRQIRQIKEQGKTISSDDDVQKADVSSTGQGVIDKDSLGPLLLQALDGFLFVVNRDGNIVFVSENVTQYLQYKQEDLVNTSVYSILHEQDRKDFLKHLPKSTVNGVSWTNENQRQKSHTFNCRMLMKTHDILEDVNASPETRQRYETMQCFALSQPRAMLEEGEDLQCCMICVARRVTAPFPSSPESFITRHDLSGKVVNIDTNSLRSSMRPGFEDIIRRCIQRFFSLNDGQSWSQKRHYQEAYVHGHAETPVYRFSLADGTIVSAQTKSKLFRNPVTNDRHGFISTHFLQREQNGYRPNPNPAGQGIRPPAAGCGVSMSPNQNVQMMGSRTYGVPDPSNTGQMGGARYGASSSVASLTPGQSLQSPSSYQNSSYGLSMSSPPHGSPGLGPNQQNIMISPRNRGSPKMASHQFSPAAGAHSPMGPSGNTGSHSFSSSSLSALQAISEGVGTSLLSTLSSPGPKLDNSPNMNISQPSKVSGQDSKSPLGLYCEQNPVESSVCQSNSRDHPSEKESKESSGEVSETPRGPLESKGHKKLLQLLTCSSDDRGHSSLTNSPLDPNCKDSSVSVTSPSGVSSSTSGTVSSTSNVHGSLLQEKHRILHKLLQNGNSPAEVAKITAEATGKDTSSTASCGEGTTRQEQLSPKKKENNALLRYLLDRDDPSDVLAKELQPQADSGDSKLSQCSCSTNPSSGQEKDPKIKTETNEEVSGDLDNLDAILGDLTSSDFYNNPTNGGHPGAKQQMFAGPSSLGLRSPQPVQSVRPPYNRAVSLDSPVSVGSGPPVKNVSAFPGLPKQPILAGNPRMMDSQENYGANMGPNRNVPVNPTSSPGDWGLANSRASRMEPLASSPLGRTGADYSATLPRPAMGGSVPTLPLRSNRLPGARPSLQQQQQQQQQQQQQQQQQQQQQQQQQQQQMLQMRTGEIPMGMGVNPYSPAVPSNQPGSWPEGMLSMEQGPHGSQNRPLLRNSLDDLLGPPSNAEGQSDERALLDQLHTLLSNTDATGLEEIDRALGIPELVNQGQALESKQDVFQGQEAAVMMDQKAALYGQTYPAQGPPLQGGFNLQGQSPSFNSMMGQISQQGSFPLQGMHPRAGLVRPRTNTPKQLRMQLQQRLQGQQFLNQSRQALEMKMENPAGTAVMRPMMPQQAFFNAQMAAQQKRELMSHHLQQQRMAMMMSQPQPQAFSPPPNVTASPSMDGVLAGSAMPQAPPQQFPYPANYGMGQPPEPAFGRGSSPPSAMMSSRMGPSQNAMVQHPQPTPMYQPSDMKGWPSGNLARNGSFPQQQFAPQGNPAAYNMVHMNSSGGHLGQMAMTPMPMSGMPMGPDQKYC
NS3 helicase inh – blocks Hepatitis C virus NS3 helicase unwinding; 0.56% of 290,000 active; NS3 helicase DNA unwinding, Cy5 molecular beacon fluorescence; inhibition, % at 10.9 µM;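 active = inhibition above the mean of all tested compounds plus 3 SD, set per campaign, cut at about 35% in these data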;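 also: 0% = DMSO wells and 100% = thioflavine S control wells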
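Assay system – hepatitis C virus NS3 helicase domain fragment enzyme · Buffer or medium – MOPS pH 6.5, MgCl2, DTT, Tween20, BSA · Reagent – Cy5/quencher beacon DNA duplex and ATP to start · Compound – single 10.9 µM dose · Timing – 1 h at 25 °C · Technique – Cy5 beacon fluorescence read at start and 1 h · Measure – % inhibition of unwinding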
UBC9 SUMO inh – blocks human SUMOylation mediated by UBC9 | P63279 | HTRF SUMOylation assay, SAE1/SAE2 + UBC9, in vitro | inhibition, % at 35 µM | 0.36% of 290,000 active | AID 2006; in the data active = inhibition above about 50%, passing the limit was not always enough; also: strong numbers were not always called active
IDE cell activ – IDE (human) activation, cell-based; P14735; HEK cells, FAbeta-B cleavage, fluorescence polarization; 0% vehicle, 100% cell-free pure enzyme wells; activation, % at 5.96 µM; 0.073% of 340,000 active;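 active = activation above the mean of all tested compounds plus 3 SD, set per screening campaign, cut at about 17% in these data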
GalR3 antag – antagonists of human GalR3. O60755. HEK293 GalR3-CNG cAMP membrane potential fluorescence; galR3 body fused to GalR1 C-terminus. inhibition, % at 3 µM. 0.44% of 360,000 active;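 active = inhibition above the screen-wide average plus 3 SD, cut at about 13% in these data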;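 also: forskolin and galanin both at EC90 stimulate the cells; cAMP rise reported by CNG channel membrane potential dye signal; 0% = forskolin plus galanin with DMSO and 100% = forskolin alone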
Starred values were filed as active, the others as inactive; . = no result given.

| item | Structure | CRFBP-R2 block | IDE cell inh | IMP-1 inhibitor | VIM-2 inh | p-CIP stab down |
| --- | --- | --- | --- | --- | --- | --- |
| 1 | Cc1cc(NC(=O)CN2CCCCC2C)nc2c1c(=O)oc1ccccc12 (stereo unspecified) | . | 1 | -0.9 | -0.7 | -8 |
| 2 | COCCCNC(=S)N1CCCN(c2nc3c(C)c(C)ccc3cc2C#N)CC1 | -4 | 0 | -3.2 | 0.2 | -6 |
| 3 | O=C(CCN=C1NS(=O)(=O)c2ccccc21)NCc1ccccc1F | 6 | 2 | . | . | . |
| 4 | COc1cccc(NC(=O)N2CCc3ccccc3C2)c1 | -2 | -3 | -2.5 | -2.5 | -4 |
| 5 | O=c1cc(CSc2ccc([N+](=O)[O-])cc2)nc2sccn12 | -8 | -2 | -1.6 | -2.3 | 6 |
| 6 | CN(CC1CCCO1)S(=O)(=O)c1ccc(C(=O)NCc2ccccc2)cc1 (stereo unspecified) | -7 | 3 | -2.5 | -1.9 | -14 |
| 7 | Cc1ccc(NC(=O)C(C)N2CCOCC2)c(C(=O)c2ccccc2)c1 (stereo unspecified) | 2 | 6 | -3.6 | -1.6 | 6 |
| 8 | CCC(C)c1ccccc1O (stereo unspecified) | 15 | 5 | . | . | . |
| 9 | COc1cccc(NC(=O)c2ccccc2-c2nc(-c3cccc(C)c3)no2)c1 | 0 | 2 | -0.1 | 2.3 | -8 |
| 10 | COc1cc(/C=C2/C(=O)NN(c3cccc(Cl)c3)C2=O)cc(Br)c1O | 14 | 5 | -4.1 | -4.3 | 15 |

| item | NS3 helicase inh | UBC9 SUMO inh | IDE cell activ | GalR3 antag |
| --- | --- | --- | --- | --- |
| 1 | -7 | 18 | . | . |
| 2 | -7 | 14 | 7 | -6 |
| 3 | . | . | 2 | -7 |
| 4 | 6 | 13 | 2 | -2 |
| 5 | 3 | 10 | 6 | -3 |
| 6 | 5 | 2 | -1 | -6 |
| 7 | 5 | 22 | 1 | -5 |
| 8 | . | . | 4 | 3 |
| 9 | -13 | 4 | 0 | -5 |
| 10 | 64* | -14 | -5 | -8 |

Additional entries follow.
| item | Structure | CRFBP-R2 block | IDE cell inh | IMP-1 inhibitor | VIM-2 inh | p-CIP stab down |
| --- | --- | --- | --- | --- | --- | --- |
| 11 | COc1ccc(CCN(C)CCC(=O)Nc2ccc(C)cc2)cc1OC | -6 | 4 | -1.5 | -5.4 | -15 |
| 12 | O=C(NNS(=O)(=O)c1ccc(F)cc1)C1CC(c2cccnc2)=NO1 (stereo unspecified) | 26 | -2 | -1.7 | -0.6 | -5 |
| 13 | Cc1noc(/C=C/N(C)C)c1S(=O)(=O)N1CCCC(C(=O)NCc2ccc(F)cc2)C1 (stereo unspecified) | . | 3 | -3.6 | -2.6 | -3 |
| 14 | Oc1cc2c(cc1CN1CCc3ccccc3C1)OCO2 | 11 | 1 | -4.4 | -1.1 | 3 |
| 15 | Cc1cc(C(=O)Nc2nnc(C3CCCCC3)s2)cs1 | -108 | -4 | -3.1 | -4.3 | -6 |
| 16 | CCc1nnc(NS(=O)(=O)c2ccc(NC(=O)CCC(=O)OC)cc2)s1 | 8 | -1 | -2.7 | -1.7 | -12 |
| 17 | Cc1cc2cc(CN(Cc3cccs3)C(=S)NCc3ccco3)c(=O)[nH]c2cc1C | 8 | 2 | -0.9 | 8.6* | 6 |
| 18 | Cc1ccc(OCC(=O)Nc2nc(C)c(Cl)cc2Cl)c([N+](=O)[O-])n1 | 12 | 4 | . | . | . |
| 19 | O=C(O)Cc1ccc2sc(-c3ccccc3)nc2c1 | -2 | 1 | -0.9 | -1.1 | -18 |
| 20 | CCOC(=O)c1cc2sc(C)cc2n1CC(=O)N(CC)CC | -2 | 3 | -1.5 | -1.8 | -1 |

| item | NS3 helicase inh | UBC9 SUMO inh | IDE cell activ | GalR3 antag |
| --- | --- | --- | --- | --- |
| 11 | 2 | 6 | -3 | -2 |
| 12 | 0 | -8 | 2 | 3 |
| 13 | 6 | 18 | . | . |
| 14 | 3 | -2 | 0 | 0 |
| 15 | 0 | -4 | 2 | -4 |
| 16 | 3 | 18 | 4 | -3 |
| 17 | 26 | 10 | 9 | -2 |
| 18 | . | . | 3 | -2 |
| 19 | 0 | 5 | -4 | -2 |
| 20 | -3 | -3 | 5 | -6 |

Not a retest: entries from further up.
| item | Structure | CRFBP-R2 block | IDE cell inh | IMP-1 inhibitor | VIM-2 inh | p-CIP stab down |
| --- | --- | --- | --- | --- | --- | --- |
| 16 | CCc1nnc(NS(=O)(=O)c2ccc(NC(=O)CCC(=O)OC)cc2)s1 | 8 | -1 | -2.7 | -1.7 | -12 |
| 17 | Cc1cc2cc(CN(Cc3cccs3)C(=S)NCc3ccco3)c(=O)[nH]c2cc1C | 8 | 2 | -0.9 | 8.6* | 6 |

| item | NS3 helicase inh | UBC9 SUMO inh | IDE cell activ | GalR3 antag |
| --- | --- | --- | --- | --- |
| 16 | 3 | 18 | 4 | -3 |
| 17 | 26 | 10 | 9 | -2 |

Complete entries, quoted from the list. Order of values: CRFBP-R2 block | IDE cell inh | IMP-1 inhibitor | VIM-2 inh | p-CIP stab down | NS3 helicase inh | UBC9 SUMO inh | IDE cell activ | GalR3 antag
Profile of Cc1ccc(OCC(=O)Nc2nc(C)c(Cl)cc2Cl)c([N+](=O)[O-])n1 = 12 | 4 | . | . | . | . | . | 3 | -2
Profile of O=C(O)Cc1ccc2sc(-c3ccccc3)nc2c1 = -2 | 1 | -0.9 | -1.1 | -18 | 0 | 5 | -4 | -2
Profile of Cc1cc2cc(CN(Cc3cccs3)C(=S)NCc3ccco3)c(=O)[nH]c2cc1C = 8 | 2 | -0.9 | 8.6* | 6 | 26 | 10 | 9 | -2
Profile of O=C(NNS(=O)(=O)c1ccc(F)cc1)C1CC(c2cccnc2)=NO1 (stereo unspecified) = 26 | -2 | -1.7 | -0.6 | -5 | 0 | -8 | 2 | 3
Profile of Cc1noc(/C=C/N(C)C)c1S(=O)(=O)N1CCCC(C(=O)NCc2ccc(F)cc2)C1 (stereo unspecified) = . | 3 | -3.6 | -2.6 | -3 | 6 | 18 | . | .

Values in list order from above:
UBC9 SUMO inh, nos. 1–11 → 18, 14, ., 13, 10, 2, 22, ., 4, -14, 6
IDE cell inh, nos. 1–11 → 1, 0, 2, -3, -2, 3, 6, 5, 2, 5, 4

New compounds follow:
| item | Structure | CRFBP-R2 block | IDE cell inh | IMP-1 inhibitor | VIM-2 inh | p-CIP stab down |
| --- | --- | --- | --- | --- | --- | --- |
| 21 | Cc1nn(-c2ccc(N3CCCCC3)nn2)c(C)c1CCC(=O)Nc1ccc(F)c(F)c1 | 12 | 6 | -2.1 | -2.7 | -6 |
| 22 | Cc1cc(C(C)(C)C)cc(C)c1COC(=O)CN1C(=O)NC2(CCCC2)C1=O | -8 | -1 | . | . | . |
| 23 | C[C@H](NC(=O)[C@H]1N2C(=O)c3ccccc3C2SC1(C)C)C(=O)N1CCN(C)CC1 (stereo partly specified) | -16 | 7 | -2.4 | -1.4 | -9 |
| 24 | Cc1ccc(CCNC(=O)CN(C)S(=O)(=O)c2cnc[nH]2)cc1 | -4 | 2 | -1.9 | -2.0 | 1 |
| 25 | Fc1ccc(C(CCNCc2cccs2)c2ccco2)cc1 (stereo unspecified) | -11 | -4 | -2.1 | -2.1 | -6 |
| 26 | Cn1c(=O)c2c(SCC(=O)Nc3ccc4c(c3)OCCO4)nc(CC(C)(C)C)nc2n(C)c1=O | -24 | -1 | -6.2 | -1.4 | -2 |
| 27 | CC(=O)N/C(=C\c1ccccc1Cl)C(=O)O | 3 | 2 | -2.8 | -1.0 | 2 |
| 28 | Cc1cc(Br)ccc1NC(=O)CN1C(=O)CCC1=O | -2 | 5 | 0.2 | -2.0 | 9 |
| 29 | Fc1cc(Br)ccc1NC(=S)Nc1cccnc1 | 14 | -5 | -1.8 | -1.2 | -17 |

| item | NS3 helicase inh | UBC9 SUMO inh | IDE cell activ | GalR3 antag |
| --- | --- | --- | --- | --- |
| 21 | -25 | 5 | -1 | 5 |
| 22 | . | . | -1 | -7 |
| 23 | 21 | -3 | -2 | -10 |
| 24 | 3 | 14 | 2 | 7 |
| 25 | -11 | 8 | 3 | -8 |
| 26 | 6 | 11 | -4 | . |
| 27 | 2 | -3 | 1 | -5 |
| 28 | 0 | 5 | 6 | -1 |
| 29 | -8 | 3 | -2 | -4 |
